Screening results (PubChem)
hcGAS lum: human cGAS inhibition; Q8N884; recombinant h-cGAS, ATP depletion, Kinase-Glo luminescence; inhibition, % at 12.5 µM; 290,000 compounds, 0.081% hits; AID 1259398;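 note: 0% = vehicle reaction and 100% = reaction without DNA for no activity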
Target sequence (Q8N884 whole entry, looked up): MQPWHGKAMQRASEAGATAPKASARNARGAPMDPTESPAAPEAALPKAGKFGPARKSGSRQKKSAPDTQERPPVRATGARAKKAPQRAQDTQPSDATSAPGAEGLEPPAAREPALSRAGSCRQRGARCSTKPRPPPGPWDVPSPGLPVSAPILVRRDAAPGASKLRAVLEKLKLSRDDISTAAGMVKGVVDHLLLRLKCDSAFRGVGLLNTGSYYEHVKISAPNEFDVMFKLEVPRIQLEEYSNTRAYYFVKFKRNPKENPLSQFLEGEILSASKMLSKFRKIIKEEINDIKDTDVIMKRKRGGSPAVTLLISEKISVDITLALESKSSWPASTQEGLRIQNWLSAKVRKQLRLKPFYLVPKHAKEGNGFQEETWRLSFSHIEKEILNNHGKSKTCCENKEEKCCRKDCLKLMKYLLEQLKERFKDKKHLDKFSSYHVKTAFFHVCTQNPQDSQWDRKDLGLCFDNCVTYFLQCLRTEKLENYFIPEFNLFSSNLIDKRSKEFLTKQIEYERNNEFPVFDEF
mcGAS inh: mouse cGAS inhibition by luminescence | Q8C6L5 | recombinant cGAS, Kinase-Glo ATP depletion luminescence | inhibition, % at 12.5 µM | 160,000 compounds, 0.15% hits | AID 1259399;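 note: 0% = negative control wells and 100% = reference inhibitor with no enzyme activity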
NPYLR7 agonist: mosquito NPYLR7 agonism. HEK293T NPYLR7/Galpha15, GCaMP6s calcium fluorescence. activation, % at 10 µM. 270,000 compounds, 0.15% hits. AID 1259423; in the data active = activation above about 40%;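 note: 0% = vehicle and 100% = reference agonist at the receptor; some compounds past the cut are filed as inactive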
* hit, by the source's call; / = no result given; & = joins results of further samples. Cut-off read from the data, not from the text of the source, unless noted: active = inhibition above about 40%; inactive = the rest.

SMILES	hcGAS lum	mcGAS inh	NPYLR7 agonist
COc1cccc(OCc2nc(C(=O)N3CCCC3c3nccs3)co2)c1 (stereo not drawn)	-5	/	7
Cc1ccc(Nc2cc(C)nc(N3CCN(C(=O)CCCc4ccccc4)CC3)n2)cc1	-5	/	15
CCCS(=O)(=O)NCc1cccnc1Oc1ccc(C)c(F)c1F	-1	/	-1
COc1ccc(C=Nn2c(=S)[nH]nc(C)c2=O)cc1	-2	-8	-3
CCCCCCc1ccc(C(=O)Nc2ccc(N3CCN(c4ccccc4OC)CC3)c(C(=O)NCCN3CCOCC3)c2)cc1	0	1	-8
CCCc1noc(CCCC(=O)N(CC(N)=O)Cc2ccccc2)n1	5	/	2
Oc1ccc(N=Nc2ccc(F)cc2)c2cccnc12	-7	/	2
Cc1ccccc1-n1nc(C(C)C)c(C(=O)NCc2ccccn2)c1C(C)C	-8	-5	8
O=C(CN1CCC(c2ccccc2)CC1)N1CCCC(CO)(Cc2ccccc2)C1 (stereo not drawn)	-10&-2	-4	2&10
CCCCOc1ccc(C(=O)N2CCN(S(=O)(=O)c3cc4c5c(c3)CCN5C(=O)CC4)CC2)cc1	-1	/	-5
CCOc1nn(CC)cc1-c1nnc(SCC(C)=O)n1C	-8	-12	6
Cn1ccc(C(=O)Nc2ccc(F)c(-n3cccc3)c2)cc1=O	0	/	-4

Of the compounds above, these have a carbonyl joined to an NH by a bond outside any ring:
SMILES	hcGAS lum	mcGAS inh	NPYLR7 agonist
CCCCCCc1ccc(C(=O)Nc2ccc(N3CCN(c4ccccc4OC)CC3)c(C(=O)NCCN3CCOCC3)c2)cc1	0	1	-8
CCCc1noc(CCCC(=O)N(CC(N)=O)Cc2ccccc2)n1	5	/	2
Cc1ccccc1-n1nc(C(C)C)c(C(=O)NCc2ccccn2)c1C(C)C	-8	-5	8
Cn1ccc(C(=O)Nc2ccc(F)c(-n3cccc3)c2)cc1=O	0	/	-4

Later entries.
SMILES	hcGAS lum	mcGAS inh	NPYLR7 agonist
O=C1CC(c2ccccc2-c2ccccc2)c2c(n[nH]c2C(=O)O)N1 (stereo not drawn)	-4	/	7
CCOCCCN(CC(=O)N(CCc1ccc(OC)c(OC)c1)Cc1ccc(C)o1)C(=O)c1ccccc1F	2	0	3
O=C(Nc1ccccc1SC1CCCC1)c1ccc(-n2cnnc2)cc1	-2	/	2
O=C(c1csc2nc(-c3ccccc3)cn12)N1CCN[C@H]2CS(=O)(=O)C[C@H]21	-4	/	8
CCC1CN(C(=O)c2ccccc2NC)CCC(=O)N1Cc1ccccc1 (stereo not drawn)	-3	/	0
COc1ccc(Cl)c2sc(N(Cc3ccco3)C(=O)c3cc(C)no3)nc12	3	-2	-3
O=C(NCCc1ccc(Br)s1)N1CCN(c2ccccc2F)CC1	2	/	-1
Cc1cc(C)cc(C(O)c2ncc(-c3ccccc3)[nH]2)c1 (stereo not drawn)	-9	/	-2
COCCCNc1nc(Nc2ccc(C)c(C)c2)c2cnn(-c3ccccc3)c2n1	-1	-1	3
CCOC(=O)c1cnn2c(C)cc(C)nc12	-7	-7	12
CN(C)CCCNCCCNC(=O)c1ccncc1	-8	/	5
O=C(CSc1ccccn1)Nc1cc(F)ccc1F	-5	-6	1

Among those listed so far, 3 have an NH in an aromatic ring:
SMILES	hcGAS lum	mcGAS inh	NPYLR7 agonist
COc1ccc(C=Nn2c(=S)[nH]nc(C)c2=O)cc1	-2	-8	-3
O=C1CC(c2ccccc2-c2ccccc2)c2c(n[nH]c2C(=O)O)N1 (stereo not drawn)	-4	/	7
Cc1cc(C)cc(C(O)c2ncc(-c3ccccc3)[nH]2)c1 (stereo not drawn)	-9	/	-2

The listing continues.
SMILES	hcGAS lum	mcGAS inh	NPYLR7 agonist
CCC(CC)C(=O)N(C)c1c(C)nc2ccc(C(=O)NCCN3CCCC3)cn12	-5	-4	19
COc1ccc(CN2CCN3CCN(C)C(=O)C3C2)cc1F (stereo not drawn)	1	-16	3
Cc1ccc(-c2cc(C(=O)N(C)CCc3cnn(C)c3)cc(S(=O)(=O)N3CCOCC3)c2)s1	2	-1	12
Cc1nc(SCc2cccc(C#N)c2)n(C2CCCC2)c1C	-7	/	-2
O=C(NC1CCCC[C@H]1N(Cc1ccc(Cl)cc1)C(=O)c1ccccc1)C1CCCN(C(=O)/C=C/c2ccccc2)C1 (stereo partly drawn)	0	-3	0
COc1ccc(Br)c(C(=O)Nc2cc(C(=O)Nc3cccc(C(F)(F)F)c3)ccc2N2CC3CC(C2)c2cccc(=O)n2C3)c1 (stereo not drawn)	-5	/	-8
Clc1ccc(C=Cc2nc3ccccc3o2)cc1Cl	4	/	3
O=C(Nc1ccc(F)cc1F)N1CCC(OCc2ccccc2)CC1	-9	-7	11
CC(C)(CNC(=O)OC(C)(C)C)NC(=O)/C=C/c1cscn1	-6	-17	17
CC1ON=C(c2cccc(Cl)c2)N(Cc2ccncc2)C1=O (stereo not drawn)	-7	/	8
Cc1cc(NCCN(C)C)n2c(nc3ccccc32)c1C#N	-7	-4	0
CCN(CC1CCCO1)c1nc2cc(C)nn2c2ccccc12 (stereo not drawn)	-5	/	0
Fc1ccccc1Oc1cc(N2CCCCC2)ncn1	-4	-9	-7
CCOC(=O)N1CCN(c2nc(Nc3ccc(OC)cc3)c3cn[nH]c3n2)CC1	-12	/	-1
O=C(NC1CCCN(C2CCCCCC2)C1)c1ccncc1 (stereo not drawn)	-7	-10	2
CCOC(=O)c1sc(=S)n(C)c1NC(=O)c1ccccc1	-8	-6	3
CCOc1ccc(-n2c(=O)c3ccccc3n(C(C)C(=O)NC3CC3)c2=O)cc1 (stereo not drawn)	-4	2	-13
CCCOc1ccc(-c2c(=O)n(OC)c3ccccc3[n+]2[O-])cc1	-5	/	5
CCn1c(SC(C)C(=O)Nc2ccc(C)c(F)c2)nnc1-c1ccco1 (stereo not drawn)	-10	/	10
CC(CC(=O)N1CCN(C(=O)c2n[nH]c3ccccc23)CC1)C1CC1 (stereo not drawn)	1	/	-8
CCC(C)N(C)CCNS(=O)(=O)C1CCOCC1 (stereo not drawn)	-5	/	4
CCOC(=O)N1CCC(NC(=O)c2cc(=O)c(OCc3cccc(OC)c3)co2)CC1	-6	/	-2
COc1ccc(S(=O)(=O)N2CCNCC2)cc1OC	-9&-9	-4	3&8
CCN(CCN(C)C)C(=O)c1ccc(-c2cc(-c3cccc4c3OCCO4)[nH]n2)cc1	-2	-5	/
O=C(Cn1nc2c(c1NC(=O)c1c[nH]c3ccccc13)CSC2)NCc1ccccc1	-2	-1	-5
CCCc1cc(C(=O)N2CCC(N3CCCC(C(=O)N4CCCC4)C3)CC2)ccn1 (stereo not drawn)	-5	/	-2
O=C(CSc1ccccn1)NCc1cccnc1N1CCOCC1	-3	/	6
CC(C)NC(=O)[C@@]1(OCc2ccccc2)CC(OCc2ccc(C(F)(F)F)cc2)[C@@H]2OC(C)(C)O[C@@H]2C1 (stereo partly drawn)	4	0	0
CC(=O)C1=C(c2ccc(C)c(C)c2)N(C(C)=O)n2c(nnc2-c2ccc(Cl)cc2)S1	-12	/	4
COc1ccc(S(=O)(=O)N(C)CCCN2c3ccccc3CCc3ccccc32)cc1OC	-2	-4	-11
O=S(=O)(Nc1ccc(OC(F)F)c(Cl)c1)c1ccc(F)c(F)c1	2	/	5
Cc1nn(-c2ccccc2)c(Cl)c1C(=O)N1CCC(C(N)=O)CC1	-8	/	-18
Oc1oc(-c2ccccc2Br)nc1C=Nc1ccccc1	15	/	65*
CCCCC(CC)CNC(=O)c1ccc(-n2nc(C(=O)OCC)cc2-c2ccc(C)c(C)c2)cc1 (stereo not drawn)	4	2	-2
COC(=O)c1cnc(Nc2nc(C(N)Cc3ccc(Cl)cc3)cs2)nc1C(F)(F)F (stereo not drawn)	-8	-8	-6
CCOC(=O)Cc1nc2sc(C)c(C)c2c(=O)[nH]1	-9	-4	3
CCc1nc(CN(C)c2nc(C)cc(C)c2C#N)cs1	-12	/	9
CC(=O)NC(=Nc1nc(C)cc(C)n1)Nc1cc(C)cc(C)c1	-2	/	-7
CSc1nnc(SCc2ccc(C(=O)N3C4CCC3CC(Oc3cccc(C(F)(F)F)c3)C4)cc2)s1 (stereo not drawn)	-17	-8	6
COc1ccc(-c2ccccc2C(=O)NC(C)C)cc1F	-6	/	0
CNC(=O)c1ccnc(N2CCC3(CCNCC3)C2)c1	-5	-16	1
COc1ccc(C(=O)N2CCC3(CC2)C(=O)N(CC(=O)NCC2CCCO2)CN3c2ccccc2)c(OC)c1 (stereo not drawn)	-2	-1	-2
Cc1ccc(F)c(CNC(=O)Cn2nnnc2CN2CCCC2)c1F	-2	-3	-2
CC(NC(=O)c1ccccc1N(C)C(=O)C1CC1)c1ccccc1Br (stereo not drawn)	-12	/	-6
NC(=O)c1ccc(CNc2ccc3cccc(Br)c3n2)o1	-3	/	2
Cc1[nH]c(=S)sc1CC(=O)Nc1ccc2ncccc2c1	-8	-13	8
CCOC(CNC(=O)c1cn(C)cc2c(=O)n(-c3ccccc3)nc1-2)OCC	-6	-6	3
CCCCc1nnc(NC(=O)c2ccc(C)s2)s1	-7	/	7
O=C(CCCCN1Cc2ccccc2C1=O)NC1CCc2ccccc21 (stereo not drawn)	-3	-15	-3
CCOC(=O)C1CCN(C(=O)c2coc(CN(Cc3cccc(Oc4ccccc4)c3)Cc3ccc4c(c3)OCO4)n2)CC1	2	0	-8
O=C(C=CNC12CC3CC(CC(C3)C1)C2)C(F)(F)F	-6	/	0
COc1ccc2c(c1)OC[C@]1(CO)CN(C3CC(C)(C)NC(C)(C)C3)C[C@H]21	-15	-7	/
Cn1cccc1CN1CCC(C(=O)NC(c2ccccc2)c2ccsc2)CC1 (stereo not drawn)	-3	-2	6
COc1cccc(C(=O)CN2C(=O)NC3(CCCc4ccccc43)C2=O)c1 (stereo not drawn)	-5	/	7
CCOC(=O)N1CCN(C(=O)CSc2nc3ccccc3c(=O)n2C2CCCC2)CC1	-1	/	-7
CC(=O)n1cc(/C=C2/C(=O)NC(=S)N(Cc3ccccc3)C2=O)c2ccccc21	-11	15	0
O=C(NCCN1CCCC(c2ccccc2)C1)c1ncc[nH]1 (stereo not drawn)	-5	-11	28
CCCCc1nc(N2CCN(C(=O)Nc3ccccc3C(F)(F)F)CC2)c2c(-c3ccc4ccccc4c3)noc2n1	-3	-2	3
Cc1nn(-c2cccc(F)c2)c(C)c1C(=O)O	-5	-6	6
Cc1cc(Oc2cccc(Cl)c2)nc(SCc2ccccc2Cl)n1	-5	-5	10

3 entries already listed, sorted by SMILES length, lowest first.
SMILES	hcGAS lum	mcGAS inh	NPYLR7 agonist
Clc1ccc(C=Cc2nc3ccccc3o2)cc1Cl	4	/	3
Oc1ccc(N=Nc2ccc(F)cc2)c2cccnc12	-7	/	2
Cn1ccc(C(=O)Nc2ccc(F)c(-n3cccc3)c2)cc1=O	0	/	-4

New compounds follow
SMILES	hcGAS lum	mcGAS inh	NPYLR7 agonist
O=C(CCC1CCCC1)N1C[C@H]2CC[C@@H]1CN(Cc1ccncc1)C2	-4	-1	/
Cc1ccnc(SCc2cc(=O)c(OC(=O)c3ccc(C(F)(F)F)cc3)co2)n1	4	2	-16
CC(C)(C)c1ccc(S(=O)(=O)NCc2ccc(C(=O)Nc3ccccc3F)cc2)cc1	-4	-3	-3
COc1ccc(NC(=O)C2CCN(C(=O)[C@H](C)NC(=O)Nc3cc(F)cc(C(F)(F)F)c3)CC2)cc1	0	0	-12
CCO[C@H]1COC[C@@H]1NC(=O)C(=O)N(C)c1ccccc1	-6	-17	4
CCOc1ccccc1CN1CCNC(=O)C1CC(=O)NCC(C)(C)CN(C)C (stereo not drawn)	-8	/	12
CCOc1ccc(C(=O)Oc2coc(CSc3ncccn3)cc2=O)cc1	-3	-7	-12
Cc1cc(-n2c(C)cc(C(=O)CSc3nnc(-c4cccs4)o3)c2C)no1	1	-6	6
COc1cc2nc(N3CCCN(C)CC3)nc(NC3CCN(Cc4ccccc4)CC3)c2cc1OC	-5	-7	13
Cc1cc(N(C)C)nc(Nc2ccc(NC(=O)C(C)Oc3ccccc3)cc2)n1 (stereo not drawn)	22	/	8
O=[N+]([O-])c1ccc(Cl)c(CN2CCCn3cccc3C2c2cccc(F)c2)c1 (stereo not drawn)	-2	1	-10
COCCN(CC(=O)N(CCc1ccc(OC)c(OC)c1)Cc1ccc(C)s1)C(=O)Nc1ccc(Br)cc1	-7	-4	-4
CN(Cc1ccccc1)C(NC(=O)c1ccccc1)C(Cl)(Cl)Cl (stereo not drawn)	2	/	-8
CN1CCN2CCN(Cc3cc(=O)n4c5c(cccc35)CCC4)CC2C1 (stereo not drawn)	-4	/	1
C#CC(C)(CC)NC(=O)Cc1cccs1 (stereo not drawn)	-2	-3	-10
O=C(c1ccc(O)cn1)N1CCCC(N2CCCC2=O)C1 (stereo not drawn)	0	-1	-2
COc1ccc(OC)c(-n2c(=S)[nH]c3cc(C(=O)N4CCC(C(N)=O)CC4)ccc3c2=O)c1	3	/	-4
CCc1nc(N2CCN(C(=O)Nc3ccc(C(C)C)cc3)CC2)c2ccc(Cl)cc2n1	-6	-7	9
O=c1[nH]c(CNCc2ccccc2)nc2scc(-c3ccccc3F)c12	3	/	32
COCc1c(C(=O)N2CCCC(C(=O)c3ccccc3)C2)noc1C (stereo not drawn)	-5	/	21
CCc1cccc2sc(N(Cc3ccccn3)C(=O)c3cccc(S(=O)(=O)CC)c3)nc12	2	-8	2
CCOC(=O)c1cc(-c2ccccc2)sc1NC(=O)CC(=O)OC	-6	-7	-8
Cn1cc(C(NC(=O)Cn2ncc3ccccc32)C(C)(C)C)cn1 (stereo not drawn)	3	/	4
CCOC(=O)C1C(=O)C=C(C=Cc2ccco2)CC1c1ccccc1 (stereo not drawn)	-15	-9	11
Cc1cc(C)c(CN2CCN(Cc3ncccc3C)CC2)c(-n2cccn2)c1	-1	/	-5
